# Screening data (PubChem)
# TNAP inh hi DEA = human TNAP enzyme inhibitors, primary screen, biochemical, luminescent, high phosphate acceptor level, uHTS; purified TNAP, CDP-star luminescence, 1 M DEA; inhibition, % at 20 µM; 0.03% of 200,000 active; AID 1135, 2008;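 active means over 50% inhibition of tissue-nonspecific alkaline phosphatase at 20 µM in the single-dose screen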;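 further: plate controls were DMSO wells for no effect and EDTA-quenched wells as full inhibition for full effect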
# Target sequence (P05186 whole entry, looked up): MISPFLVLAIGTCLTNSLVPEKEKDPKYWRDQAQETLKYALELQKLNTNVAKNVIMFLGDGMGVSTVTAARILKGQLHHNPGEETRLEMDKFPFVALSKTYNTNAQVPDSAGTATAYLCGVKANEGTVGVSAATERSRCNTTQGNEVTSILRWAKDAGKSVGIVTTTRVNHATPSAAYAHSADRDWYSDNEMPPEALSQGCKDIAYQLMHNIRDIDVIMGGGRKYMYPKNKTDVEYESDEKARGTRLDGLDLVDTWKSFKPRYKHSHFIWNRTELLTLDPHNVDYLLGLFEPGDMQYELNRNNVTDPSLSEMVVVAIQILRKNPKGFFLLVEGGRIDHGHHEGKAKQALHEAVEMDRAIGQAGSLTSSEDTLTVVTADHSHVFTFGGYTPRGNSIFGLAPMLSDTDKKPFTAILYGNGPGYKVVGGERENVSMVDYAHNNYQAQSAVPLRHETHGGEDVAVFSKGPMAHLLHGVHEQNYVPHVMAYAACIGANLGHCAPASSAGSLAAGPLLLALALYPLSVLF
# TNAP act hiacc = TNAP activators at high phosphate acceptor level, primary screen, biochemical, luminescence, uHTS; Alkaline phosphatase, tissue-nonspecific isozyme (Homo sapiens), P05186; purified TNAP, CDP-star luminescence, 1 M DEA, 30 min; hits give high values; 0 = EDTA background, 1 = DMSO-only activity; activation factor at 20 µM; 200,000 tested, under 10 active; AID 1136, 2008;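 active means activation factor at least 2 at 20 µM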
#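 Measured by: Luminescent substrate turnover signal | Test system: Human TNAP | Input: TNAP 1/800 final | Dosing: 20 µM single point | Schedule: 30 min, room temperature | Controls: EDTA wells as negative control, DMSO wells as positive control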
# FLuc stim CS = FLuc activators, initial screening, artefact control for FLuc-dependent activation tests, biochemical, ATPlite luminescence | Luciferin 4-monooxygenase (Photinus pyralis), P08659 | ATPlite luciferase biochemical, 10 min; 0 = ATP-free wells, 1 = DMSO control | activation factor at 10 µM | 200,000 tested, under 10 active | AID 1027, 2008;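 active means luciferase activation factor, scaled between plate controls, of at least 2 with compound at 10 µM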
# Target sequence (P08659 whole entry, looked up): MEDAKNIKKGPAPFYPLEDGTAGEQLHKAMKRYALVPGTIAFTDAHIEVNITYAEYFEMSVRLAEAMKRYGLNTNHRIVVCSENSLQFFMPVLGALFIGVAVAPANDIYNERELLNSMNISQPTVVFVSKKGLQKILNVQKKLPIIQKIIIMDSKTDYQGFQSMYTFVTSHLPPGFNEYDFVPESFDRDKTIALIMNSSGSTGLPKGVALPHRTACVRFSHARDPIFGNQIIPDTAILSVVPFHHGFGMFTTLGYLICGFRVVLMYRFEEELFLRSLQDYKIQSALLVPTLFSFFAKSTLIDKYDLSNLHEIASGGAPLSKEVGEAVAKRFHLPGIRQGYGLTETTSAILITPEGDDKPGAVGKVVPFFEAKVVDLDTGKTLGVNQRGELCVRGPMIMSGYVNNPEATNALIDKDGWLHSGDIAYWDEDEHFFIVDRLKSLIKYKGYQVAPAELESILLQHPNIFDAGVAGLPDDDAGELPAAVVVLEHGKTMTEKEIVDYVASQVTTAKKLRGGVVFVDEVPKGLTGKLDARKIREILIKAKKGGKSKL
#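 Material: Luciferase/luciferin reagent mix; Doses: test compounds dosed from 2 mM stocks in 100% DMSO; Schedule: 10 min incubation after luciferase reagent addition, room temperature; Measured by: luminescence from luciferase reaction; Read-out: luminescence gain marking luciferase activators.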
# bIAP act = bovine intestinal alkaline phosphatase activators, primary screen, biochemical, bovine IAP, CDP-star luminescence | alkaline phosphatase, intestinal [Bos taurus] | purified bovine IAP, 30 min; hits give high values; fold of DMSO-control signal, blank-subtracted | activation factor at 20 µM | 0.17% of 200,000 active;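 active means activation factor of 2 or more at 20 µM, a signal rise over negative controls twice the positive control's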
# TNAP inh no acc = human TNAP enzyme inhibitors, primary screen, biochemical, luminescent, no phosphate acceptor, uHTS; Alkaline phosphatase, tissue-nonspecific isozyme (Homo sapiens), P05186; purified TNAP, CDP-star luminescence, 30 min; inhibition, % at 20 µM; 0.26% of 200,000 active;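 active means tissue-nonspecific alkaline phosphatase inhibition above about 50% at 20 µM in the single-dose screen, limit read from the data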;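 further: 0% = DMSO negative control and 100% = EDTA positive control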
# FLuc inhib CS = firefly luciferase enzyme inhibitors, primary screen, artefact control for luciferase-based inhibitor screens, biochemical, luminescence, ATPLite. AID 1006, 2008. inhibition, % at 10 µM. Luciferin 4-monooxygenase (Photinus pyralis), P08659. 10 min. 1.5% of 200,000 active;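 active means inhibition above about 50% when tested at 10 µM, limit read from the data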
# bIAP inhibitor = bovine intestinal alkaline phosphatase inhibitors, primary screen, selectivity assay for TNAP inhibitor project, biochemical, bovine IAP, CDP-star luminescence; purified bovine IAP, 30 min; inhibition, % at 20 µM; 190,000 tested, under 10 active; AID 1019, 2008;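 active means over 50% inhibition of intestinal alkaline phosphatase at 20 µM in the single-dose screen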
#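 System: purified bovine intestinal alkaline phosphatase (IAP) enzyme; Input: IAP diluted 1/65,000,000 in the well; Measured by: CDP-star luminescence signal; Compound dosing: 20 µM single dose; Incubation: 30 min reaction at room temperature.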
# APP transl inh = inhibitors of APP translation via 5'UTR reporter, primary screen, APP 5'UTR luciferase, SH-SY5Y cells; 0.82% of 190,000 active; SH-SY5Y APP 5'UTR-luciferase reporter, luminescence; inhibition, % at 2 µM;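 active means inhibition above a set limit, derived from the sample mean plus 3 SD, cut at about 45% in these data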; further: values of inactives mirror those of a sister screen read the other way
# L major viab = Leishmania major promastigote growth inhibition, primary screen; Leishmania major promastigotes, resazurin fluorescence viability; inhibition, % at 10 µM; 9% of 200,000 active; in the data active means inhibition above about 50%;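 further: promastigotes grown with compound for 44 hours at 28 °C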
# RAM network inh = inhibitors of the yeast RAM network, primary screen, dse1pr::URA3 reporter, 5-FOA selection; AID 868, 2007; S. cerevisiae dse1pr::URA3 reporter, 5-FOA growth OD615, 2 d; analog-sensitive cbk1-as2 kinase mutant strain; inhibition, % at 50 µM; 1.8% of 190,000 active;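 active means inhibition above a set limit, 3 SD over mean compound inhibition, cut at about 8.4% in these data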;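 further: 0% = DMSO-only wells with no growth and 100% = 10 µM 1-NA-PP1 full growth; inhibition rescues growth on 5-FOA so higher OD means more RAM inhibition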
# * marks the source's active call; other numbers are inactive results; . = not tested or not shown.
SMILES,TNAP inh hi DEA,TNAP act hiacc,FLuc stim CS,bIAP act,TNAP inh no acc,FLuc inhib CS,bIAP inhibitor,APP transl inh,L major viab,RAM network inh
CC1(C(=O)O)C=CC2(CCCCC2)N1C(=O)c1ccccc1 (stereo not given),1.5,1,1,0.8,-3.2,-4.2,17.0,-8.7,-4.2,1.6
O=C(c1coc(=O)c(Br)c1)N1CCOCC1,-1.4,1,1,0.7,-6.3,-0.8,26.3,-13.0,-1.9,0.1
C=CCNC(=S)/C(=C(/[O-])c1ccccc1Br)[n+]1ccccc1,-1.7,1,1.1,1.1,-13.7,-7.8,-7.0,3.1,14.2,1.4
Cc1cc(C)n(-c2cccc(F)n2)n1,0.0,1,1,0.9,-9.0,2.2,6.7,-22.9,0.0,0.1
O=C(CSc1nnc(-c2ccccc2)n1Cc1ccco1)Nc1ccc(S(=O)(=O)N2CCCC2)cc1,2.6,1,1,1.1,-3.0,-3.7,-5.5,-16.3,20.1,3.0
COc1ccc(N(C)C(=O)CCS(=O)(=O)c2cccc3nonc23)cc1,-6.4,1.1,1.1,0.9,-10.8,-7.5,7.5,7.7,-3.8,1.9
OCCN1CCN(c2ncnc3sc(-c4ccccc4)cc23)CC1,-3.5,1,1.1,1.2,-30.3,-5.0,-21.2,8.3,7.2,2.1
O=C(C1CCCN(S(=O)(=O)Cc2ccccc2)C1)N1CCCCC1 (stereo not given),-1.5,1,1,0.9,-3.2,0.9,5.5,-2.9,-4.6,0.7
Cn1c(CN2CCCC2)nc2cc(NC(=O)COc3ccc([N+](=O)[O-])cc3)ccc21,4.5,1,1,0.9,3.3,-4.7,5.2,-3.0,24.0,-0.4
Clc1ccc(CSc2nnc(-c3sccc3-n3cccc3)o2)cc1,-1.2,1,1.1,0.6,4.4,-10.4,36.7,-7.6,0.6,7.5
CCC(C)(C)NC(=O)C(c1cccs1)N(C(=O)c1ccn[nH]1)c1ccccc1 (stereo not given),-7.5,1.1,1,2.3*,-52.1,-4.9,-132.9,-0.9,0.8,0.7
Cc1nn(CC(=O)NCc2ccc(OC(C)C)cc2)c(=O)c2cc3occc3n12,-3.5,1,1,0.9,-17.4,-1.7,7.8,.,6.4,-0.3
CC(=O)Nc1ccc(S(=O)(=O)N2CCN(C(=O)c3cccnc3)CC2)cc1,1.4,1,1,1,-1.7,-3.6,1.3,14.4,-2.7,0.6
COC(=O)CCC(=O)Nc1sc(C)c(C)c1C(N)=O,-1.7,1,1,1,-9.9,2.3,-2.0,9.0,-8.0,3.2
CC1S/C(=N/N=C2CCCCC2)NC1=O (stereo not given),3.7,1,1,1,-1.1,-0.4,-4.5,-21.0,-9.0,2.2
COc1nnc(-c2ccc(N3CCCCC3)c(NC(C)=O)c2)c2ccccc12,-5.3,1.1,1,1,-8.2,-4.7,-0.7,5.8,3.9,0.6
O=C(Nc1ccc2nc(-c3ccc4nc[nH]c4c3)[nH]c2c1)c1cccs1,-2.2,1,1,1.4,-66.2,-2.0,-38.7,-5.3,22.7,-1.5
N#CC1=C(N)Oc2n[nH]c(-c3ccc(F)cc3)c2C1c1ccncc1 (stereo not given),-1.5,1,1.1,1,42.5,-9.6,-0.4,7.2,-2.1,1.2
Cc1ccc(S(=O)(=O)N2CCN(S(=O)(=O)N3CCCCC3)CC2)c(C)c1,-5.0,1.1,1,0.9,-7.8,0.5,5.2,-4.1,-2.4,3.0
O=C(CN1C(=O)/C(=C\c2cccc(F)c2)Oc2ccccc21)N1CCN(c2ccccn2)CC1,-4.1,1,1,1.2,-12.8,-2.1,-24.6,1.2,50.4*,6.9
Cc1ccc(Cl)cc1NC(=O)CCC(=O)Nc1cc(Cl)ccc1C,-5.8,1.1,1,0.2,-11.0,-4.3,.,-9.5,-5.5,5.3
CCC(=O)Nc1ccnc(-c2cccnc2)n1,-3.3,1,1.1,1,-10.3,-11.0,2.8,-4.3,0.3,-0.5
O=C(NCc1nnc(SCC(=O)N2CCCc3ccccc32)n1-c1ccccc1)c1cccc2ccccc12,0.2,1,1,1,-11.2,0.0,-3.3,-16.8,-3.0,-0.4
COC(=O)c1ccccc1NC(=O)NC1CCC(C)CC1 (stereo not given),-6.9,1.1,1,0.8,-7.8,-0.4,17.0,9.3,9.2,1.5
COc1cc(NC(=S)Nc2cccc(Cl)c2Cl)c(OC)cc1Cl,1.0,1,1,0.9,6.2,-4.5,10.7,8.4,59.4*,4.9
CC(C)CCC(C(=O)O)C(C)CC(=O)NNC(=O)c1ccco1 (stereo not given),-4.5,1,1.1,1,-9.6,-7.5,2.5,0.5,-10.1,0.5
O=S(=O)(c1ccc(S(=O)(=O)N2CCN(C3CCCCC3)CC2)cc1)N1CCCCCC1,-7.2,1.1,1,1,-14.0,-3.5,2.0,.,.,.
O=C(/C=C/c1ccccc1)Nn1c(-c2cccs2)nc2ccccc2c1=O,-5.6,1.1,1,1,-1.4,-4.1,2.5,-1.1,38.2,3.9
O=C(N/N=C/c1ccc(OCc2ccccc2)cc1)c1cc[n+](Cc2ccccc2)cc1,10.7,0.9,1,0.9,13.0,4.3,7.8,-15.5,-3.6,1.9
Cc1c(C(=O)NC2CCCCC2)oc2c1C(=O)CC(C)(C)C2,-5.6,1.1,1.1,1,-12.9,-5.2,0.8,12.2,-0.6,2.6
Cc1ccc(C(c2sc3nc(C)nn3c2O)N2CCN(c3ccc(F)cc3)CC2)cc1 (stereo not given),-1.9,1,1,1.1,-11.0,-3.9,-9.6,-0.1,12.7,1.2
O=C(NCCC1=CCCCC1)c1ccc(Cl)cc1,-5.3,1.1,0.7,1,-8.3,32.9,4.4,-228.3,5.1,0.0
Cc1cccc(NC(=O)c2cn(-c3ccccc3)nc2-c2ccccc2)c1,-5.4,1.1,1,0.9,-23.2,-1.4,6.2,12.2,7.6,2.2
CCOC(=O)Cc1cc(=O)[nH]c(/N=C(/NC(=O)c2ccccc2)Nc2ccccc2C(F)(F)F)n1,-3.1,1,1,1,-8.5,-3.9,-4.6,5.3,-2.5,1.3
CC(C)(C)Nc1c(-c2cccs2)nc2ccccn12,-6.1,1.1,1.1,0.9,-10.5,-6.1,13.2,15.7,20.8,0.8
CN(C)S(=O)(=O)c1ccc(NC(=S)NC(=O)Cc2ccccc2)cc1,-4.2,1,1,1,4.1,-0.1,4.6,6.5,-6.6,4.5
CC(c1ccccc1)N1C(=O)c2ccc(C(=O)NCc3ccco3)cc2C1=O (stereo not given),0.5,1,1.1,1,-5.2,-6.9,-3.7,1.4,-6.8,-0.2
CCOc1ccc2c(C)c(C)c(=O)oc2c1OCC,-4.7,1,1.1,0.9,-16.8,-6.6,6.7,.,9.5,0.3
Cc1c(Cl)cccc1N/C(=N/S(=O)(=O)c1cccs1)c1ccccc1,-4.3,1,1,1,-6.1,-4.1,-0.9,-12.5,34.0,2.5
O=C(Nc1cc(Br)ccc1O)c1cnn2c(C(F)F)cc(C3CC3)nc12,-4.3,1,1,1.1,-9.9,-4.0,-8.9,-3.5,51.2*,3.0

# Three compounds out of the list above, sorted by their value in bIAP act, ascending:
Structure | bIAP act
COc1cc(NC(=S)Nc2cccc(Cl)c2Cl)c(OC)cc1Cl | 0.9
O=S(=O)(c1ccc(S(=O)(=O)N2CCN(C3CCCCC3)CC2)cc1)N1CCCCCC1 | 1
Cc1ccc(C(c2sc3nc(C)nn3c2O)N2CCN(c3ccc(F)cc3)CC2)cc1 (stereo not given) | 1.1

# Carrying on.
SMILES,TNAP inh hi DEA,TNAP act hiacc,FLuc stim CS,bIAP act,TNAP inh no acc,FLuc inhib CS,bIAP inhibitor,APP transl inh,L major viab,RAM network inh
FCCCOc1ccc(/C=N/OCc2ccc(Cl)cc2)cc1,0.4,1,1,0.9,-9.2,-1.8,9.3,-5.0,-6.7,0.7
CC1CCCC(C)N1C(=O)CSc1nnnn1Cc1ccccc1 (stereo not given),-6.9,1.1,1.1,1,-13.4,-5.3,4.7,-11.2,5.4,-0.1
Cc1cccc2cc3c(NC(=O)C(C)C)nn(C)c3nc12,4.7,1,1,1,-3.1,3.9,-0.9,4.1,7.1,1.2
COc1ccc(C(=O)C2CCCN(C/C=C/c3ccccc3OC)C2)c(OC)c1 (stereo not given),-7.8,1.1,1.1,1.2,-13.1,-7.5,-24.4,8.3,50.1*,-1.2
CCN(Cc1ccccc1)S(=O)(=O)c1cc(C(=O)c2c(N)n(C)c(=O)n(C)c2=O)ccc1OC,-4.7,1,1.1,1,-7.3,-8.1,-3.3,-32.0,-5.7,2.6
CCOC(=O)C1=C(CC)Nc2ccccc2N=C1NC(=O)c1ccc(S(=O)(=O)N2CCCC2)cc1,-3.0,1,1.1,0.9,-1.8,-9.5,7.3,-2.1,10.6,1.3
Cc1noc(C)c1COc1ncnc2ccccc12,-6.9,1.1,1.1,0.9,-12.1,-7.3,6.9,-9.3,-4.9,-1.0
CCN(Cc1ccccc1)C(c1ccc(C)cc1)c1nnnn1C(C)(C)CC (stereo not given),-8.0,1.1,1,0.8,-9.1,-4.5,17.5,-21.4,18.8,1.4
c1ccc(-c2nc3c(ccc4ccccc43)[nH]2)nc1,-2.6,1,0.6,0.9,-7.9,40.7,5.6,-111.0,100.4*,-0.4
C/C(=N\NC(=O)COc1ccccc1)c1ccc(O)cc1,-3.3,1,0.8,1.2,-3.1,16.9,-21.1,-12.9,-1.7,2.2
CCCCOc1ccc(-c2nc(/C=N/c3nccs3)c(O)o2)cc1,18.4,0.8,1,1.1,-21.3,-3.0,-9.1,-4.2,-2.6,4.3
CCCOC1OC(=O)c2c1ccc(OC)c2OC (stereo not given),-0.6,1,1.1,0.9,-13.2,-5.7,5.9,5.0,-1.7,0.2

# Quoted at random: 3 records from the list.
SMILES,TNAP inh hi DEA,TNAP act hiacc,FLuc stim CS,bIAP act,TNAP inh no acc,FLuc inhib CS,bIAP inhibitor,APP transl inh,L major viab,RAM network inh
CCCCOc1ccc(-c2nc(/C=N/c3nccs3)c(O)o2)cc1,18.4,0.8,1,1.1,-21.3,-3.0,-9.1,-4.2,-2.6,4.3
Cc1noc(C)c1COc1ncnc2ccccc12,-6.9,1.1,1.1,0.9,-12.1,-7.3,6.9,-9.3,-4.9,-1.0
CCN(Cc1ccccc1)C(c1ccc(C)cc1)c1nnnn1C(C)(C)CC (stereo not given),-8.0,1.1,1,0.8,-9.1,-4.5,17.5,-21.4,18.8,1.4
